Furin inh: inhibitors of human furin; actives 0.061% (n = 220,000); inhibition, % at 30 µM; P09958; purified furin, fluorogenic substrate cleavage; in the data active means inhibition above about 25%; further: inactives centre near -15
NCF1 inh: blocks human p47phox regulatory protein of NADPH oxidases; P14598; actives 0.53% (n = 220,000); p47phox/p22phox peptide binding, fluorescence polarization, 2 h; inhibition, % at 24.7 µM;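 further: 0% = p47phox with labelled peptide and 100% = labelled peptide alone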
EBV gp42 block: blocks Epstein-Barr virus glycoprotein 42 binding | Q1HVG2 | actives 0.42% (n = 220,000) | inhibition, % (tested at 21.74 µM) | AID 1085 | Fluorescence polarization binding assay, mP read-out; in the data active means inhibition above about 50%
Target sequence (Q1HVG2 whole entry, looked up): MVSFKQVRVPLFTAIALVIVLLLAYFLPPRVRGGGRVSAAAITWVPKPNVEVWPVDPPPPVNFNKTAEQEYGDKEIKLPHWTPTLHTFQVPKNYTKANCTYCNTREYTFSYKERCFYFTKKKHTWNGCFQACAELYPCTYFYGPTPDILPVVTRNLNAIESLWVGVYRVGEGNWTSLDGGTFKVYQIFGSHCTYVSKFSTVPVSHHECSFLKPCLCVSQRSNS
Thrombin inh: blocks human thrombin protease activity. P00734. alpha-thrombin, Boc-VPR-AMC fluorogenic substrate cleavage. inhibition, % at 5 µM. actives 0.26% (n = 220,000). AID 1046;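 active means inhibition at or above 40%; inactive means inhibition below 40%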;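 further: 0% = enzyme with no compound and 100% = wells without enzyme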
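System – human alpha-thrombin · Medium – pH 7.5 Tris (50 mM) with NaCl 150 mM, Tween 20 0.05% · Compound – single-point dosing at 5 µM, 0.2% DMSO · Incubation – enzyme reaction carried out at room temperature · Technique – fluorescence of released AMC, ex 355 nm, em 460 nm · Read-out basis – % inhibition of thrombin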
eIF4E-4G inh: eIF4E/eIF4G interaction inhibition in translation initiation. inhibition, % at 21.7 µM. actives 0.37% (n = 220,000). TR-FRET eIF4E-eIF4GI(517-606) binding, 2 h. P63073+Q04637;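 further: 0% = full FRET control wells and 100% = background wells lacking eIF4GI fragment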
Rad51 HR inh: Rad51 (human) homologous recombination inhibition; hRad51 DNA strand exchange, fluorescence dequenching; inhibition, % at 10 µM; actives 0.085% (n = 200,000); AID 1385;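 active means inhibition above 40% at the single screening dose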;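 further: 0% = DMSO control wells and 100% = blanks with heterologous ssDNA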
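System: hRad51 filaments on single-stranded DNA; reagent: Fluorescein- and BHQ1-tagged 47-mer duplex; compound dosing: one concentration, 10 µM final; timing: filaments 15 min 37 °C, then compound 30 min; measured by: fluorescein emission 520 nm, excitation 485 nm; benchmarks: per-plate controls and blanks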
hK5 inh: kallikrein 5 (human) inhibition | recombinant hK5, fluorogenic AMC substrate cleavage | inhibition, % at 5 µM | actives 0.59% (n = 210,000) | AID 873;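 active means inhibition of 40% or more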;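 further: 0% = enzyme controls without compound and 100% = no-enzyme blanks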
Target sequence (Q9Y337 67-293 limits assumed): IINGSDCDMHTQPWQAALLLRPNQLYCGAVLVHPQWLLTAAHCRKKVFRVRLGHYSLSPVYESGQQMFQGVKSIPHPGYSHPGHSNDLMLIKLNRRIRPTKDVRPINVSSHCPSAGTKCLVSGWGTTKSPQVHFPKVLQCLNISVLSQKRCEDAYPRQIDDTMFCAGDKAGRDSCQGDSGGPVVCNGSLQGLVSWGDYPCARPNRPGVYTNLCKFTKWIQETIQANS
14-3-3 Bad PPI: disrupts binding of bovine 14-3-3 zeta to phospho-Bad peptide; inhibition, % at 21.7 µM; actives 0.71% (n = 220,000); TR-FRET 14-3-3zeta/Dy647-pBad peptide displacement, 1 h; P63103; AID 781;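 active means inhibition above about 70%, limit read from the data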;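 further: 0% = full 14-3-3 plus peptide FRET controls and 100% = background without 14-3-3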
Target sequence (P63103 whole entry, looked up): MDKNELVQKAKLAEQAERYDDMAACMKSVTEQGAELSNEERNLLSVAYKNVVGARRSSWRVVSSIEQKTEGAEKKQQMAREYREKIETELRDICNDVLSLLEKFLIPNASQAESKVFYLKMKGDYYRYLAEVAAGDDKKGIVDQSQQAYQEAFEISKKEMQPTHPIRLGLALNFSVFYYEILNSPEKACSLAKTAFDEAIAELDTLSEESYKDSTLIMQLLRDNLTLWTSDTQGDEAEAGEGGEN
KCC2 mod: modulators of human KCC2 chloride dependent transport | KCC2 cells, thallium flux FluoZin-2 fluorescence | B-score of Tl+ flux slope (higher = more flux/activation; lower = inhibition) at 10 µM | actives 2.2% (n = 190,000) | AID 1456 | Q9H2X9;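 active means thallium flux slope and its plate-corrected score both differing from the plate sample mean at a set confidence after two filtering rounds, in either direction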;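 further: slope of fluorescence scaled to starting intensity during 10 to 20 s after thallium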
* hit, by the source's call; / = no result given; [ ] = another dose, or the depositor's remark.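 How the source made its calls, unless noted: active means inhibition above about 30% (limit read from the data); inactive means the rest.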 Some of the compounds tested; the hit share may differ from the screen's.

smiles,NCF1 inh,14-3-3 Bad PPI,eIF4E-4G inh,EBV gp42 block,Rad51 HR inh,Furin inh,Thrombin inh,hK5 inh,KCC2 mod
CC12CCCCC1=NC(c1ccc(Br)cc1)N2O (configuration not stated),-5,-13,3,-11,4,-18,0,4,-1.1
Cc1nc2ccccc2c(=O)n1-c1ccc(F)cc1,32*,-5[fluorescence artefact?],-13[fluorescence artefact?],-7,-2,-12,-4,-13,-0.03
COc1ccccc1N1CCN(Cc2ccccc2F)CC1,-4,60,1,-20,8,-15,-6,-1,-0.079
Fc1ccccc1CCNCc1ccccc1,-2,-6[fluorescence artefact?],0,-18,/,-12,-3,-17,0.00028
O=C(CN1CCCC1=O)Nc1ccccc1,-7,-3,-6,-23,-4,-16[20 µM],-4,-21,0.88
O=C(NCC(c1cccnc1)N1CCN(c2ccccc2)CC1)Oc1ccccc1 (configuration not stated),-27,-6[fluorescence artefact?],-2[fluorescence artefact?],-23,-3,-20[20 µM],3,-8,-0.0098
OC(CNC1CCCCC1)C(F)(F)F (configuration not stated),-8,-5,0,-3,17,-21,6,-4,1.1
CCOC(=O)c1c(C)n(CCN2CCN(C)CC2)c2ccc(OC)cc12,-6,38,-4[fluorescence artefact?],6,3,-18[20 µM],-3,3,-1.1
CCOC(=O)C1=C(N)Oc2cc(C)oc(=O)c2C12C(=O)N1c3c(cccc32)C(C)=CC1(C)C (configuration not stated),-26,1,1,-7,-1,-2[20 µM],0,-7,0.02
C/C(=N\Nc1ccccc1)c1c(O)n(Cc2ccccc2)c(=O)[nH]c1=O,-17,8,18,-9,9,-7,3,-6,0.22
CCC(CC)NC1CCCCC1OC (configuration not stated),-4,-15[fluorescence artefact?],17[fluorescence artefact?],2,3,-26,-9,-18,1.2
O=C1C2CCCN2C(c2ccncc2)N1c1ccc(Cl)c(Cl)c1 (configuration not stated),-14,7,-2,-5,-3,-10,4,1,0.47
O=C(c1ccc(Cl)cc1)C1CCCN(Cc2ccc3nonc3c2)C1 (configuration not stated),48*,-5,6,-12,18,-27,-1,/,/
CCOC(=O)C1=C(C)OC(N)=C(C(=O)OCC)[C@@]12C(=O)N(CC(N)=O)c1ccccc12,2,-4,0,-4,-3,-23,5,2,/
O=C(c1ccccc1F)c1cn(Cc2ccc(F)cc2)c2ccccc12,2,3,3,10,12,-15,-3,-5,0.31
COc1ccc(Cn2c(O)c(C=Nc3c(C)n(C)n(-c4ccccc4)c3=O)c(=O)[nH]c2=O)cc1,-14,1,2,-23,/,-1,3,-1,0.059
Cc1cc(OC(=O)N(C)C)nc(-c2ccc(C)c(Cl)c2)n1,-5,1,3,-7,1,-30,-2,6,1.1
CC(NCc1cccc(Cl)c1Cl)C(O)c1ccccc1 (configuration not stated),-2,7[fluorescence artefact?],4[fluorescence artefact?],9,5,-4,-12,-9,0.47
O=c1[nH]c(=O)n(-c2ccc(Br)cc2)c(O)c1C=NC(CO)(CO)CO,0,-3,-1,-5,-9,-20,-3,-3,1
CN1C(=O)C(=CN2CCN(C(=O)c3ccco3)CC2)C(=O)N(C)C1=S,-72,-5,14,-7,-7,-6,-14,-19,-0.66
CCC(=Nc1ccc2c(c1)CCC2)c1c(O)n(-c2ccc(OC)cc2)c(=O)[nH]c1=O,-3,2,-3,-4,4,-19,-5,-4,0.34
CC(=O)Nc1ccccc1C(=O)OCc1cccc(F)c1,4,29,0,2,2,-28,-4,-1,-0.76
Cc1cc(/C=C2\C(=O)NC(=O)N(Cc3ccco3)C2=O)c(C)n1-c1ccc(C(=O)O)cc1,-30,3,1,-12,/,-12,0,3,0.55
O=C(c1cc(S(=O)(=O)N2CCC3(CC2)OCCO3)ccc1F)N1CCC2(CC1)OCCO2,1,-12,1,0,-12,-14,-11,-4,1.1
CN1CCN(c2cc([N+](=O)[O-])ccc2Cl)CC1,-6,-16,-1,-17,24,-18,6,-5,-0.011

Entries listed so far containing a Cl atom (5):
smiles,NCF1 inh,14-3-3 Bad PPI,eIF4E-4G inh,EBV gp42 block,Rad51 HR inh,Furin inh,Thrombin inh,hK5 inh,KCC2 mod
O=C1C2CCCN2C(c2ccncc2)N1c1ccc(Cl)c(Cl)c1 (configuration not stated),-14,7,-2,-5,-3,-10,4,1,0.47
O=C(c1ccc(Cl)cc1)C1CCCN(Cc2ccc3nonc3c2)C1 (configuration not stated),48*,-5,6,-12,18,-27,-1,/,/
Cc1cc(OC(=O)N(C)C)nc(-c2ccc(C)c(Cl)c2)n1,-5,1,3,-7,1,-30,-2,6,1.1
CC(NCc1cccc(Cl)c1Cl)C(O)c1ccccc1 (configuration not stated),-2,7[fluorescence artefact?],4[fluorescence artefact?],9,5,-4,-12,-9,0.47
CN1CCN(c2cc([N+](=O)[O-])ccc2Cl)CC1,-6,-16,-1,-17,24,-18,6,-5,-0.011

(cont.)
smiles,NCF1 inh,14-3-3 Bad PPI,eIF4E-4G inh,EBV gp42 block,Rad51 HR inh,Furin inh,Thrombin inh,hK5 inh,KCC2 mod
CN1CCc2c(C#N)c(Cl)nc(Cl)c2C1,-6,2,8,24,-3,-28,32,4,1
CCCC1=C(C(=O)OCC)C2(C(=O)Nc3ccccc32)C(C#N)=C(N)O1 (configuration not stated),-3,-1,1,-13,4,-6,-3,2,-0.0027
COc1ccc(CCn2c(O)c(C=NCCCO)c(=O)[nH]c2=O)cc1OC,-10,9,4,-17,-5,-22,3,-22,0.011
CC(=O)N1CN(C(C)=O)CN(C(C)=O)C1,3,-16,0,-12,15,-21,-1,-3,-0.11
COc1cc(CN2CCN(C(=O)COc3ccccc3)CC2)cc(OC)c1OC,2,78*,-12,2,/,-29,-2,1,0.45
O=Cc1cn(Cc2ccc([N+](=O)[O-])cc2)c2ccccc12,0,7,3,-19,-8,-12,-8,-1,0.15
COc1ccccc1N1CCNCC1,-7,-4,-15,-10,-5,-13,2,-1,0.35
NCCc1c[nH]c2ccc(OCc3ccccc3)cc12,-4,3,-3,-2,/,-25,-4,2,1
COc1cccc(N2C(=O)NC(=O)C3(Cc4cc(C)ccc4N(C)C3)C2=O)c1 (configuration not stated),-3,0,11,-26,-13,-12,3,-9,0.29
COc1ccc(Cc2nccc3cc(OC)c(OC)cc23)cc1OC,3,8,1,0,3,-4,2,-7,-2
COc1ccccc1CN1CCN(C(=O)COc2ccccc2)CC1,4,30[fluorescence artefact?],3,-28,6,-18[20 µM],-3,7,-0.54
COc1ccc(-c2cc(=O)c3c(OC)c(OC)c(OC)cc3o2)cc1,0,12,4,-20,4,-2,-2,-1,-1.7
CC1CCN(CC(=O)c2ccccc2Cl)CC1,-6,0,-2,4,-6,-16,-12,-11,1.5
O=C(OCC(=O)c1ccc([N+](=O)[O-])cc1)/C(=C/c1ccc(Cl)cc1)NC(=O)c1ccccc1,-3,9,1,-1,2,-4,-5,-19,-1.5
O=c1c2ccccc2nc(-c2ccc(Cl)cc2Cl)n1-c1ccncc1,6,12,-12,-19,7,8[20 µM],-5,-4,0.28
NNP(=O)(CC(=O)c1ccccc1)c1ccccc1 (configuration not stated),3,2,3,6,19,-26,-1,4,0.02
O=c1[nH]c(=O)n(Cc2ccco2)c(O)c1C=NCc1ccco1,-13,2,2,-2,5,-17,14,44*,0.76
Cc1ccc(-c2nc3ccccc3c(=O)n2-c2ccc(Br)cn2)cc1,-6,-6,-1,2,18,-18,5,-1,-1.7
COc1ccc(-c2cc(=Nc3ccccc3)c3cc(C)ccc3o2)cc1,14,-1,1[fluorescence artefact?],-2,/,-9,0,-17,-0.26
CCCCn1c(O)c(C(CC)=NCCN2CCCCC2)c(=O)[nH]c1=O,-14,-3,-5,-23,-3,-14,2,-11,/
COc1ccccc1N=C1SCCCN1C,-11,17[fluorescence artefact?],-6[fluorescence artefact?],-67,2,-19,3,-14,-0.71
N=C1c2ccccc2CN1NC(=O)c1ccccc1,-1,-4,-5,-5,15,-23,1,-7,-0.12
O=C(N/N=C/c1c(O)n(Cc2ccco2)c(=O)[nH]c1=O)c1ccccc1O,-27,3,-1,-15,-35,-4,-2,-18,-0.85
O=c1oc2ccccc2c(O)c1C(c1ccc([N+](=O)[O-])cc1)c1c(O)c2ccccc2oc1=O,-55,5,8,12,13,-4,-1,0,-1.6
CC(C)(C)C(=O)NC1CCSC1=O (configuration not stated),3,-8,-8,6,9,-17,0,2,1

smiles,NCF1 inh,14-3-3 Bad PPI,eIF4E-4G inh,EBV gp42 block,Rad51 HR inh,Furin inh,Thrombin inh,hK5 inh,KCC2 mod
O=[N+]([O-])/C(Cl)=C1\NCCN1Cc1ccc(Cl)nc1,-7,-5,-2,-21,0,-14,-2,3,0.51
COc1ccc2c(c1)C13CCCC[C@@H]1C(C2)N(C)CC3 (some centres not stated),-4,0,-11,-5,-1,-16,2,1,-0.89
OC1/C(=C/c2ccccc2C(F)(F)F)N2CCC1CC2 (configuration not stated),-7,-18,2,0,8,-20,-4,-14,-0.41
CN1C(=O)/C(=C/c2ccc(N3CCCCCC3)o2)C(=O)NC1=S,-169,-18,4,-234,-144,6[20 µM],3,-9,-1.3
CC(C)[C@H]1C(=O)O[C@H](C(C)C)C(=O)N(C)[C@@H](C(C)C)C(=O)O[C@H](C(C)C)C(=O)N(C)[C@@H](C(C)C)C(=O)O[C@H](C(C)C)C(=O)N1C,-2,4,0,-12,1,-26,1,3,-1.4
CCN(CC)C(=O)c1ccc(NC(=O)Nc2ccccc2F)cc1,-8,-3,-7,1,5,-17,-6,-1,0.96
CCNc1cc(N2CCN(C)CC2)ccc1[N+](=O)[O-],-5,-15,-11,0,-6,-12,5,-14,0.11
COCCOC(=O)C1=C(N)OC(C)=C(C(=O)OC)C12C(=O)Nc1ccccc12 (configuration not stated),-6,0,-4,-12,-5,-22[20 µM],1,2,0.044

Source: PubChem
